MC4R antagonist: MC4R antagonists of cAMP signaling, primary screen, cell-based, TR-FRET, antagonist arm of biased-ligand search. Melanocortin receptor 4 (Homo sapiens), P32245. MC4R-expressing cells, MTII-stimulated cAMP, LANCE TR-FRET. inhibition, % at 6.5 µM. 360,000 compounds, 0.48% hits;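 active = inhibition above its plate's cutoff, the mean of tested wells on that plate plus 3 SD, cut at about 29% in these data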;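 also: 0% = Melanotan II alone and 100% = Melanotan II plus saturating MCL0020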
Target sequence (P32245 whole entry, looked up): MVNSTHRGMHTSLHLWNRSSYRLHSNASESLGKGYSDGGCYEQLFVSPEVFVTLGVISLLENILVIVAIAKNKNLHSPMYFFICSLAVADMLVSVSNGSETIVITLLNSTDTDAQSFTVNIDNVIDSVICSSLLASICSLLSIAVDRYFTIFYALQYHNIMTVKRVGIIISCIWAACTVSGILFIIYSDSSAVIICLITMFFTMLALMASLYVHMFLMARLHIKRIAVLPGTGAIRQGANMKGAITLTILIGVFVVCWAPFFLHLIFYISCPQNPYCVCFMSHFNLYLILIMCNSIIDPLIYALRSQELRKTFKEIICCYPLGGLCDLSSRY
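System – human MC4R-expressing U2OS cells · Also added – Melanotan II · Dosing – one concentration, 6.5 µM nominal · Timing – 30-min compound, 1-h challenge, 1-h detection, room temperature · Measured by – Eu-cAMP/anti-cAMP TR-FRET, emission 671 nm · Replicates – singlicate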
MC4R barr agon: MC4R agonists recruiting beta-arrestin, primary screen, cell-based, luminescence, agonist arm of biased-ligand search; Melanocortin receptor 4 (Homo sapiens), P32245; U2OS MC4R beta-arrestin complementation; percent of melanotan II response, DMSO zero; activation, % at 8.9 µM; 360,000 compounds, 0.98% hits;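 active = activation above a per-plate cutoff, the mean activation of sample wells on that plate plus 3 SD, cut at about 8% in these data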
PDI inh: inhibitors of human PDI, primary screen, biochemical, turbidity, single point, plate reader; inhibition, % at 10 µM; PDI insulin aggregation turbidity, A650, 90 min; Protein disulfide-isomerase (Homo sapiens), P07237; 350,000 compounds, 0.052% hits;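 active = mean inhibition across replicates of 30% or more, whatever share of single replicates reach that level; inconclusive = mean inhibition below 30% while every single replicate reaches 30%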;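 also: absorbance from insulin aggregation driven by PDI reduction with DTT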
Target sequence (P07237 whole entry, looked up): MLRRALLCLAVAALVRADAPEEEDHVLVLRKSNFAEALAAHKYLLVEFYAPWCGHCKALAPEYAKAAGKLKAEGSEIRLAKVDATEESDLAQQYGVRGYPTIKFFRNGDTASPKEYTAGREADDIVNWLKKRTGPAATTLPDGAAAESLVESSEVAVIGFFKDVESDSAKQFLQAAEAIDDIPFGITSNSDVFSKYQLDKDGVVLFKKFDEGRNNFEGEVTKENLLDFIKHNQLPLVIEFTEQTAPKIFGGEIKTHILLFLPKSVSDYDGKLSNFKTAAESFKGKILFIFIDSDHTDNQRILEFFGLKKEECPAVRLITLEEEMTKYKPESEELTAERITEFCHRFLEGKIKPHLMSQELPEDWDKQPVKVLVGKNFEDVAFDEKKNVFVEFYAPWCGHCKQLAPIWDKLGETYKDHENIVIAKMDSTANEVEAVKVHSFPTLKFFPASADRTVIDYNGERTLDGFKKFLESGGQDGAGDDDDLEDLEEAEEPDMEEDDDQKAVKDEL
HTR2A ag: mouse Htr2a agonists via beta-arrestin recruitment, primary screen, cell-based, luminescence; 360,000 compounds, 0.66% hits; CHO-K1 mHTR2A beta-arrestin complementation; percent of 30 µM serotonin response; 5-hydroxytryptamine receptor 2A (Mus musculus), P35363; activation, % at 7.6 µM;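 active = activation above a run cutoff, the mean activation of all tested compounds plus 3 SD, cut at about 14% in these data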;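 also: 0% = plate median of compound wells and 100% = 30 µM serotonin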
Cardio protect: cardioprotection against H2O2-induced cell death, primary screen, uHTS, H9c2 cells, ATPLite luminescence; AID 588492, 2011; protection from H2O2 cell death, % at 20 µM; 360,000 compounds, 0.63% hits; H9c2 cardiomyocytes, H2O2 injury protection, 2 h;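 active = compounds giving at least 50% protection of heart cells from peroxide-induced death in the single-dose screen, raw or plate-pattern-corrected value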;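 also: 0% = DMSO wells with peroxide and 100% = DMSO wells without peroxide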
Granule exo inh: LAMP-1 surface exposure blockers, TALL-104 cells – cell-based, flow cytometry, MLPCN library, primary screen; TALL-104 LAMP-1 surface exposure; cells stimulated with thapsigargin and PMA; inhibition, % at 10 µM; 360,000 compounds, 0.66% hits; AID 651702, 2012;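 active = inhibition above about 55%, limit read from the data; inconclusive = no clear call, values can overlap the other calls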
ABHD5 PLIN5 PPI: ABHD5-PLIN5 interaction inhibitors, primary screen, cell lysate, split luciferase complementation, luminescence | inhibition, % at 4 µM | Split G. princeps luciferase complementation, 4 h | 360,000 compounds, 0.78% hits | AID 602281, 2012 | Perilipin-5 (Homo sapiens) + 1-acylglycerol-3-phosphate O-acyltransferase ABHD5 (Homo …;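 active = inhibition above the mean inhibition across every tested compound plus 3 SD, cut at about 22% in these data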;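 also: 0% = DMSO only wells and the 100% control is not disclosed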
CaV13 ICDI inh: Primary screen for inhibitors of IQ motif and Ca2+-dependent inactivation inhibitor domain binding in CACNA1D, Förster resonance energy transfer in living cells, …; HEK cells, CFP/YFP FRET ICDI-IQ, plate reader, 10 min; percent FRET-ratio fall versus neutral wells; inhibition, % at 12.3 µM; 340,000 compounds, 0.098% hits; AID 743397;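 active = mean replicate inhibition of at least 30% and at least 1% of replicates passing that level; inconclusive = only one of the two criteria is met; inactive = neither criterion is met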;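 also: 0% = median of the neutral control wells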
ABCB6 inh 2: ABCB6 transporter inhibitors, primary screen, K562-ABCB6 cells, flow cytometry, MLPCN library | ATP-binding cassette sub-family B member 6 (Homo sapiens), Q9NP58 | fluorescence ratio to DMSO, % at 10 µM | 360,000 compounds, 0.19% hits | K562-ABCB6 porphyrin accumulation, 1 h; active compounds read low;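 active = fluorescence ratio to DMSO below 75%, the collection mean minus 3 SD; inconclusive = too few cells collected in the well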;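 also: signal is porphyrin accumulated inside mitochondria; 100% equals median channel fluorescence of DMSO control wells; lower ratio means ABCB6 inhibition with less porphyrin fluorescence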
Glyco luc inh: increase of ERlucT glycosylation luciferase signal, primary screen, N-linked glycosylation inhibitor project, D54 ERlucT cells, luminescence, set 2 | D54 ERlucT glycosylation luciferase reporter, 24 h; percent of 100 nM tunicamycin response | reporter increase, % at 12.5 µM | 360,000 compounds, 0.23% hits | AID 588692, 2011;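 active = mean luciferase reporter signal, scaled so untreated is 0 and the glycosylation-blocking control 100, at or above a set limit in every replicate; inconclusive = mean reaches the limit but not every replicate does; inactive = mean below the limit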;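 also: luciferase carries N-glycosylation sites so blocking glycosylation raises the light; 0% = median of neutral control wells and 100% = median of 100 nM tunicamycin wells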
Starred values were filed as active, the others as inactive; ? = inconclusive; · = no result given.

SMILES	MC4R antagonist	MC4R barr agon	PDI inh	HTR2A ag	Cardio protect	Granule exo inh	ABHD5 PLIN5 PPI	CaV13 ICDI inh	ABCB6 inh 2	Glyco luc inh
CCOc1ccccc1OCCCC(=O)N1CCN(S(=O)(=O)c2cccc(F)c2)CC1	0	-1.8	4	0	2	3	1	-6	94	0
CCN(C(=O)c1cc2cc(OC)ccc2oc1=O)c1ccccc1	2	-1.1	24	5	4	2	5	-4	96	-2
O=C(COc1cc(Cl)ccc1Cl)Nc1nnc(C2CC2)s1	0	0.1	4	5	5	-1	0	-3	108	1
CC1CCN(C(=O)Cn2c3ccc(F)cc3c3nc4n(c(=O)c32)CCCS4)CC1	0	-2.0	13	-7	10	3	-5	·	103	-8
C[C@H](NC(=O)C1CCN(S(=O)(=O)c2ccccc2)CC1)C(=O)NC1CC1	-1	1.3	2	-4	-3	5	7	-5	96	0
Cc1cc(C)n(CC2CC(=O)N(c3ccc(C)c(Cl)c3)C2=O)n1 (stereo unspecified)	6	-2.2	-1	2	5	-1	0	-15	95	4
COc1cc(C(=O)Nc2ccc(S(=O)(=O)Nc3ncccn3)cc2)c([N+](=O)[O-])cc1OC	-1	-1.7	9	-1	-3	-1	-3	-4	95	1
Cc1ccc(C(=O)N/C(=C\c2cccs2)C(=O)NC2CCCCC2)cc1	10	-2.9	-3	-2	2	-4	-4	-9	96	0
CN1CCN(C(=O)c2ccccc2NC(=O)COc2ccccc2Cl)CC1	-3	-2.2	-1	-2	0	-3	-1	-5	95	2
COCc1[nH][nH]c(=O)c1C=Nc1ccc(C(F)(F)F)cc1	2	0.0	1	5	8	2	2	-3	93	2
Cc1cc(C)nc(N/N=C/c2ccccc2)n1	1	-3.0	-1	2	7	0	-6	-8	93	-1
COc1ccc(/C=N/NC(=O)c2sc3nc(C)cc(C)c3c2N)cc1	3	0.5	4	-4	18	-24	0	-5	97	-2
Cc1ccc(SCC(=O)NC(=O)Nc2ccc3c(c2)OCCO3)c(C)c1	7	-0.3	15	1	-4	-4	-1	-3	102	-1
CCCn1c(N)c(N(CCOC)C(=O)COC(=O)COc2c(C)cc(C)cc2C)c(=O)[nH]c1=O	2	-0.5	6	7	14	0	3	-11	101	1
COc1ccc(N2CCN(CC(=O)NC(=O)NCc3ccco3)CC2)cc1	-4	-0.5	-2	3	2	2	-7	-2	100	0
CC(=O)c1ccc(NC(=O)C2CC(=O)N(C(C)C)C2)cc1 (stereo unspecified)	-4	-1.9	-5	2	8	-18	-1	-7	95	1
COC(=O)c1c(NC(=O)c2ccco2)sc2c1CC(C)(C)NC2(C)C	-1	-1.8	0	10	12	2	4	-5	98	4
Cn1c(=O)[nH]c(=O)c2c1nc1n2CC(COc2ccc3ccccc3c2)O1 (stereo unspecified)	3	0.9	2	0	6	1	4	-11	97	6
C=CCn1c(SCC(=O)N(CC)CC)nc(O)cc1=O	7	-0.9	-4	-1	-2	1	5	-8	104	1
O=C(COC(=O)CCc1nc2ccccc2c(=O)[nH]1)NC(c1ccccc1)c1ccccc1	15	-1.0	1	-1	59*	1	-2	4	100	-1
Cc1ccc2nc(C)c3c(c2c1)N(c1ccc(F)cc1)CC3	-3	-0.5	-8	-10	-9	-8	-4	-15	89	5
CCOC(=O)CCCCC(=O)c1[nH]c(=O)[nH]c1CSCCO	10	-0.9	-2	5	1	1	0	-9	100	1
Cc1cc(C)n(-c2nc3c(c(=O)[nH]c(=O)n3C)n2CC(O)c2ccccc2)n1 (stereo unspecified)	17	0.3	-2	-3	6	-1	3	-1	95	2
CCOC(=O)c1nc(C)sc1-c1ccnn1S(=O)(=O)c1ccccc1C(F)(F)F	5	1.5	9	0	2	2	-9	-20	97	-3
Cc1nc(SCC(=O)N2CCC(Cc3ccccc3)CC2)[nH]c(=O)c1C	-7	-0.2	0	-8	-7	2	-3	-2	103	0
Cc1ccc(S(=O)(=O)N2C[C@@H]3[C@H]4CC[C@H](C4)[C@@H]3[C@@H](C)[C@H]2C#N)cc1	6	-0.4	6	-5	-5	2	-9	-7	99	-4
O=C(c1ccc2c(c1)OCCCO2)c1cccs1	4	1.0	4	-7	-8	-1	-7	-4	97	-4
COCCNC(=O)c1c[nH]c2cc(OC)c(OC)cc2c1=O	3	-0.1	1	-2	-4	-3	0	-3	99	2
O=C(NCCCN1CCN(c2ccc(F)cc2)CC1)Nc1ccc([N+](=O)[O-])cc1	-4	-0.8	-2	-11	-11	?	10	-14	92	-3
Cc1nc(NC(=S)NC(=O)COc2ccccc2Cl)ccc1Br	4	-1.4	-10	7	-4	-1	-1	-3	94	1
O=C(CSc1nnc(-c2ccc(F)cc2)n1CC1CCCO1)NCc1ccco1 (stereo unspecified)	4	-1.8	-34	0	2	10	-2	·	94	3
CCn1c(SCC(=O)Nc2nnc(C)s2)nc2c(c1=O)SC(C)C2 (stereo unspecified)	6	0.7	·	7	-4	-4	5	14	96	7
Cc1cc(N2CC(C(=O)NCc3cccs3)CC2=O)ccc1C(C)C (stereo unspecified)	-1	-0.8	2	-3	8	0	-4	-4	97	8
Cc1ccc(-c2ccc(S(=O)(=O)N3CCN(C)CC3)cc2)cc1	-4	-1.6	2	-2	-6	0	-6	-5	93	1
O=C(O)c1ccccc1NC(=O)C1C2C=CC(C2)C1C(=O)O (stereo unspecified)	-4	-1.2	14	4	3	-1	-3	-3	101	1
OCCCn1c(C2CCCN2c2nc(-c3ccc(F)cc3)cs2)nc2cc(C(F)(F)F)ccc21 (stereo unspecified)	4	-1.0	5	-5	-16	-12	1	-9	91	-3
CC(=O)N1CCN(S(=O)(=O)c2cccc(C(=O)OCc3ccc(C(C)(C)C)cc3)c2)CC1	0	4.0	6	0	-27	-3	-20	-6	103	-2
Cc1nnc(SCc2cc(=O)n3[nH]cnc3n2)s1	3	-1.8	0	-2	11	7	-2	0	85	4
Cc1ccc(Cn2nc(C)c(NC(=O)c3nn(C)cc3Cl)c2C)cc1	3	1.8	3	-1	13	-1	-2	-5	93	1
CCOC(=O)CSc1nc(N)nc(C)c1Br	3	-0.7	-7	-4	0	-2	-1	-1	100	2
CCCCc1nc2ccccc2c(N)c1CCC (tested in a mixture with another compound)	5	-0.5	-2	-4	-14	-5	1	-5	100	-5
Cc1cccc(S(=O)Cc2ccc(C(=O)N3CCN(C(=O)c4ccco4)CC3)o2)c1 (stereo unspecified)	1	-1.8	3	4	15	-2	1	-7	103	-1
Cn1c(C(=O)O)c(CC(=O)Nc2ccccc2F)c2ccccc21	5	-1.8	-32	1	7	-3	-2	-4	112	-1
CCC(C)N(CCNC(=O)CC1Oc2ccc(C)cc2NC1=O)C1CCCCC1 (stereo unspecified)	2	-1.9	·	6	-8	0	-2	-2	99	2
CCc1ccc2c(c1)C(c1ccc([N+](=O)[O-])cc1)=NNC(c1ccccc1)=N2	9	-1.5	0	-2	16	6	1	-5	95	-1
COc1ccc(C(=O)Sc2ccc(Cl)cc2)cc1OC	11	3.9	16	2	-22	5	-12	-2	90	1
O=C(CN1CCOCC1)Nc1ncc(Cc2cccc3ccccc23)s1	2	-0.9	-8	-3	-8	-6	7	-6	99	1
CC(=O)CC(=O)Nc1ccc(Nc2ccccc2)cc1	2	-2.8	10	0	0	-2	8	-4	99	0
COC(=O)CSc1nnc(CCc2ccccc2)n1C	15	-1.0	5	-25	7	1	-3	-12	98	0
Cc1cc(C)n(-c2ccc(C(=O)OCc3ccccc3)cc2)n1	-4	1.8	1	3	-6	0	-2	3	92	0
Cc1nc2ccc(S(=O)(=O)Nc3cccc(-c4nc5cccnc5s4)c3C)cc2s1	3	0.3	·	6	-31	-2	-10	19	90	0
CC(=O)Nc1ccc(C)c([N+](=O)[O-])c1	11	-0.6	-2	1	2	10	0	-6	103	1
S=c1nc(C2COc3ccccc3O2)[nH][nH]1 (stereo unspecified)	4	-1.3	-2	4	-6	-4	-5	-11	105	3
Cc1ccc(C(=O)Nc2nc(=O)n(C(=O)c3ccccc3C)s2)cc1	9	-1.1	-2	0	-11	4	-24	-3	98	-2
CC1CCN(C2(O)C(=O)Nc3ccc(Cl)cc32)CC1 (stereo unspecified)	9	0.6	5	-4	-1	8	-1	-3	95	2
COc1ccc(NC(=O)/C=C/c2ccccc2)cn1	-7	-2.4	0	-2	-6	-2	-3	-6	96	-1
Cc1nc(SCC(=O)N2CCOCC2)c2ccsc2n1	2	-2.1	-3	1	4	-1	5	-5	96	-2
O=C(c1c(F)cccc1F)N1CCCC(c2nc(-c3cccs3)no2)C1 (stereo unspecified)	8	-0.9	-3	3	1	16	-4	-4	94	-3
COc1ccc(C(=O)N2CCC(C(=O)Nc3ccccc3C)CC2)cc1OC	3	-3.3	0	-3	-8	0	6	-20	106	-1
COc1ccc(NC(=O)CN(C)C(=O)c2c(C)nn(Cc3ccccc3)c2C)cc1	7	-1.5	-1	-2	-5	-4	-17	-3	100	2
(continued)
SMILES	MC4R antagonist	MC4R barr agon	PDI inh	HTR2A ag	Cardio protect	Granule exo inh	ABHD5 PLIN5 PPI	CaV13 ICDI inh	ABCB6 inh 2	Glyco luc inh
CSc1ccccc1OCc1cc(C(=O)N(C)Cc2ccc3nsnc3c2)no1	-2	-0.2	13	-9	-2	0	3	-6	92	-7
CC(C)N1CCCC(C)(C(=O)Nc2ccccc2)C1 (stereo unspecified)	1	-1.4	1	-1	0	0	1	-7	102	1
CC(NC(=O)Cc1ccc([N+](=O)[O-])cc1)c1ccc2c(c1)OCO2 (stereo unspecified)	2	-1.5	1	-5	-1	-4	-9	0	100	5
CC1CCN(Cc2nnc(-c3cccc(Br)c3)o2)CC1	25	-0.3	0	-12	-6	2	-8	-18	103	-1
O=C(Cn1cnc2ccccc21)N/N=C/c1ccccc1[N+](=O)[O-]	-9	-1.8	1	3	10	0	-3	-6	96	5
CC(=O)Nc1ccc(C(=O)Nc2ccncc2)cc1	-2	-1.8	0	0	5	-8	3	-2	99	2

Screening data deposited in PubChem by several laboratories.
